All columns: NCI-60 one-dose screen, growth in % after 48 h at 10 µM unless noted; 100 = growth as untreated, 0 = no growth, -100 = all killed.
NCI-H522: NCI-H522 lung cancer; 78,000 compounds, 8% hits; AID 1794739
NCI-H23: NCI-H23 lung cancer | 80,000 compounds, 4% hits | AID 1794731
OVCAR-8: OVCAR-8 ovarian cancer. AID 1794782. 81,000 compounds, 4.4% hits
NCI/ADR-RES: NCI/ADR-RES ovarian cells | 81,000 compounds, 4.4% hits
NCI-H460: NCI-H460 lung cancer. 82,000 compounds, 6.8% hits
OVCAR-5: OVCAR-5 ovarian cancer; 82,000 compounds, 2.9% hits
NCI-H226: NCI-H226 lung cancer | 79,000 compounds, 3.5% hits | AID 1794732
OVCAR-3: OVCAR-3 ovarian cancer | AID 1794787 | 79,000 compounds, 7% hits
NCI-H322M: NCI-H322M lung cancer | 80,000 compounds, 2.7% hits | AID 1794733
* hit, by the source's call; nt = no result given; & = joins results of further samples; [ ] = remark or other dose. How the source made its calls: active means growth percent below 10; inactive means the rest.

SMILES	NCI-H522	OVCAR-8	OVCAR-3	NCI/ADR-RES	NCI-H226	NCI-H23	NCI-H460	NCI-H322M	OVCAR-5
CC(=O)OCc1ncccc1OC(C)=O	95	98	109	111	97	80	105	96	98
O=c1[nH]cc(I)c(=O)[nH]1	97	103	97	100	104	98	104	115	112
c1cc(NCCN2CCOCC2)c2ccc3c(ccc4c(NCCN5CCOCC5)ccnc43)c2n1	96	107	113	105	102	98	95	92	113
CC[C@]12C=CCN3CC[C@@]4(c5cc(-c6ccc(NC(=O)[C@H](Cc7cc8ccccc8[nH]7)NC(=O)OCc7ccccc7)cc6)c(OC)cc5N(C)[C@H]4[C@@](O)(C(=O)OC)[C@@H]1OC(C)=O)[C@@H]32	96	97	103	93	97	91	101	92	103
CCOC(=O)c1c(C)nc(C)c(C(=O)OCC)c1-c1cccnc1	96	112	115	103	106	101	101	108	98
Cc1cc(Cl)nc(SC/C(=N/O)c2ccccc2)n1	92	102	111	109	104	110	99	103	102
CC1=C(/C=C/C(C)=C/C=C/C(C)=C/CO)C(C)(C)CCC1	105	101	109	103	104	102	117	105	108
Nc1cc(C(=O)O)cc(-n2c(O)c(C=C3N=c4ccccc4=N3)sc2=S)c1	93	103	106	103	85	93	98	99	99
O=S(=O)(NCCNc1cc(-c2cn(-c3ccccc3)nc2-c2cccc(O)c2)ccn1)c1ccc(C(F)(F)F)cc1	56	48	49	43	58	42	42	75	63
O=C(NC(CSCc1ccccc1)C(=O)NC(Cc1ccc(O)cc1)C(=O)O)OCc1ccccc1 (centres undefined)	102	97	117	98	94	96	111	93	97
CCc1cccc(O)c1	99	100	100	101	91	101	103	101	103
CCN(C(=S)Nc1cccc2ccccc12)c1ccccc1	98	105	121	101	101	100	112	87	103
O=C(CCCn1c(O)c(/C=C2\C=Nc3ccccc32)sc1=S)Nc1ccc(O)cc1	84	90	108	96	91	96	101	99	113
O=C(Nc1nc2ccc(Cl)cc2s1)c1cc(-c2ccc(Cl)cc2)n2nc(-c3ccccc3)cc2n1	89	96	104	101	87	86	104	104	98
COC(=O)c1nc(=S)[nH]c(C(=O)OC)c1C(=O)c1ccc(Cl)c(Cl)c1	101	111	122	110	102	103	111	107	118
O=S1(=O)CCN(CCCc2ccccc2)CC1	97	127	105	103	nt	106	92	114	93
CC1(C)CC(=O)c2c(nn(-c3ccc(Br)cc3)c2-c2cn(-c3ccccc3)nc2-c2ccc(N)cc2)C1	87	94	114	90	93	90	105	103	111
N#C/C(=C/n1nc2cc(Cl)c(Cl)cc2n1)c1ccc([N+](=O)[O-])cc1	74	84	45	87	78	91	68	94	106
C=C(C)[C@@H]1CC[C@]2(C(=O)NCc3ccc(O)c(OC)c3)CC[C@]3(C)C(CCC4[C@@]5(C)CCC(OC(C)=O)C(C)(C)C5CC[C@]43C)C12 (some centres undefined)	19	35	48	51	53	45	11	78	68
CCCCc1nc2c(N)nc3ccccc3c2n1Cc1ccc(C(=O)NC)cc1	99	98	108	104	60	104	104	92	98
Cc1ccc(Nc2c(C(N)=O)cnc3ccc(C(=O)/C=C/c4ccc(N(C)C)cc4)cc23)cc1	105	101	109	97	92	93	92	104	100
COC(=O)c1ccc2c(c1)nc(-c1cc3ccccc3[nH]c1=O)n2-c1ccc(Cl)cc1	41	64	54	68	85	76	88	93	102
Cc1ccc(C)c(I)c1	99	104	113	102	96	96	109	95	108
CCCCCCNC(=O)Oc1ccc(/C(=C(\C)c2ccc(Cl)cc2)c2ccc(OCCCN(C)C)cc2)cc1	84	nt	88	83	110	80	33	82	75
O=c1cc(CP(=O)(O)O)c2cc(O)ccc2o1	104	116	106	105	102	98	98	95	92

(listing goes on)
SMILES	NCI-H522	OVCAR-8	OVCAR-3	NCI/ADR-RES	NCI-H226	NCI-H23	NCI-H460	NCI-H322M	OVCAR-5
Cc1ccc(C(=O)n2cc(-c3ccccc3)c(-c3ccccc3)c2)cc1	84	101	94	94	118	88	96	72	96
CC(/C=C/c1ccccc1)=Nc1ccccc1	87	76	97	84	101	84	105	87	96
COc1ccc(-c2cs/c(=N\N=C\c3ccccc3F)n2C)cc1	80	100	96	93	65	81	71	102	102
COc1ccc(C/C(C)=C(/c2ccc(OCCCN(C)C)cc2)c2ccc(OC(=O)Cc3ccccc3)cc2)cc1	80	107	104	110	100	100	103	101	94
COc1ccc(NCc2ccc(CO)n2-c2ccc(O)cc2)cc1	96	106	109	111	100	104	115	100	108
O=C(c1c[nH]c(=O)c(-c2ccc([N+](=O)[O-])cc2)c1)c1ccccc1O	82	87	97	100	93	95	94	93	89
c1ccc2c(c1)C(=NCCCN1CCCCCC1)c1cccn1-2	53	95	57	86	88	87	113	90	92
OCCCc1ccccc1	110	104	109	108	99	107	112	76	97
CCOC(=O)C(C(=O)CC(C)C)C(C)C (centres undefined)	119	104	124	114	102	115	110	107	103
CC(C)(O)c1cn(CCCCN2C(=O)C(=O)c3ccccc32)nn1	87	102	109	100	95	96	102	108	96
Cc1ccc(S(=O)(=O)N(C)c2ccccc2)cc1	86	107&106	101&116	103&110	96&105	92&106	106&107	102&112	105&99
CC12OCCC1CC(=O)O2 (centres undefined)	99	108	106	111	97	105	105	96	107
CN1CC(c2ccc([N+](=O)[O-])cc2)C(C(=O)c2ccc(O)cc2)C12C(=O)c1ccccc1C2=O (centres undefined)	89	101	105	97	102	92	112	106	109
Cc1ccc(C2=NN/C(=N\C(=S)Nc3ccc(Cl)cc3)SC2)cc1	78	86	113	104	97	105	101	106	103
Brc1cccc2ccccc12	nt	103	110	108	98	106	116	115	93
COc1ccc(-c2cc3cnc4ccccc4c3oc2=O)cc1	97	105	106	102	103	94	104	94	101
Clc1ccc(CN2CCO[C@H](COc3cccc(Cl)n3)C2)cc1	90	104	109	102	99	106	105	112	103
CCCCn1c(-c2cccc(O)c2)cn2c3c(=O)[nH]c(=O)n(C)c3nc12	105	97	107	101	105	96	105	118	115
O=C(COc1ncnc2sc3c(c12)CCCC3)NNC(=O)c1ccc([N+](=O)[O-])cc1	92	103	113	104	98	104	112	102	100
Fc1ccc(NCCS)cc1	90	103	107	109	104	97	102	103	104
O=NN(CC(=O)NNc1ccccc1)CC(=O)NNc1ccccc1	52	68	87	41	86	103	66	85	74
CSC1=NC(c2ccc([N+](=O)[O-])cc2)C(C(C)=O)=C(C)N1 (centres undefined)	92	99	118	101	102	100	104	99	100
CCOC(=O)CC(=O)c1ccc(C(=O)CC(=O)OCC)cc1	95	99	116	101	99	101	106	105	100
C/C=C/C(=O)Nc1cccc(Cn2c(=O)[nH]c3ccc(Oc4ncccn4)cc3c2=O)c1	65[13.7 µM]	86[13.7 µM]	100[13.7 µM]	98[13.7 µM]	79[13.7 µM]	83[13.7 µM]	100[13.7 µM]	101[13.7 µM]	101[13.7 µM]
O=C(O)C(C(=O)O)c1cccc2ccccc12	89	101	112	99	102	100	104	101	110

New compounds follow
SMILES	NCI-H522	OVCAR-8	OVCAR-3	NCI/ADR-RES	NCI-H226	NCI-H23	NCI-H460	NCI-H322M	OVCAR-5
COc1ccc(-c2ccnc(/N=C(\N)Nc3ccc(S(=O)(=O)Nc4nc(C)cc(C)n4)cc3)n2)cc1	91	102	112	105	95	93	105	97	102
CCCCCCCCCCCCCCCC/C=C\C(CC(=O)O)C(=O)O (centres undefined)	91	106	94	105	122	107	107	109	113
COc1ccccc1-c1c(-c2ccccc2)c[nH]c1C(N)=O	95	100	110	102	103	100	104	98	96
Cc1nc2c(c3nnc(-c4ccc(Cl)cc4)n13)CC(C)c1ccccc1N2C (centres undefined)	72	89	85	77	89	80	89	94	98
CCCC=NCCCC	95	106	108	102	92	103	105	116	102
CC(C)NCC(O)COc1ccc(O)c(O)c1 (centres undefined)	79	105	102	105	98	96	120	97	106
CC(C)(C)c1nc2c(s1)c1nc(N)ncc1c1ccc(NS(=O)(=O)c3c(F)cccc3F)c(F)c12	50	61	81	81	65	78	52	60	104
COc1ccc(C(=O)/C=C/c2cc(OC)c(O)c([N+](=O)[O-])c2)cc1	92	97	104	102	108	99	100	92	140
COC(=O)C(Br)C(OC)c1ccc(OC)c(OC)c1 (centres undefined)	104	102	106	108	95	103	102	103	102
CN1CCN(CC2C(=O)C3CCC2C3)CC1 (centres undefined)	96	98	115	94	100	95	107	100	99
Clc1ccc(/C=C/c2cc(N3CCOCC3)c3cc(Cl)c(Cl)cc3n2)cc1	-44*	100	nt	90	85	100	95	94	105
COc1nc2ccc(C)cc2cc1/C=N/O	70	95	101	99	76	88	106	81	93
COc1ccccc1N=Cc1ccccc1	96	98	108	102	nt	104	108	nt	106
COc1ccc(C(=O)Nn2c(N)cc3ccccc3c2=O)cc1	89	105	71	101	84	90	112	100	116
COc1ccc(C2CC(c3cccc(Nc4ccnc5cc(Cl)ccc45)c3)=NN2c2ccc(Cl)cc2)cc1 (centres undefined)	90	57	74	nt	84	84	48	72	84
C=C(C)CCc1nccc2ccccc12	92	111	110	105	96	98	109	101	103
COc1cc(N2C(=O)c3nccnc3C2=O)cc(OC)c1OC	95	104	120	104	114	100	111	100	109
COc1cc(C(=O)/C=C/c2cccc(Nc3ccnc4cc(Cl)ccc34)c2)cc(OC)c1OC	nt	-41*	-51*	12	-19*	11	4.0*	8.9*	-36*
CCOC(=O)C1=C(C)NC(=O)NC1c1ccc(OCC(=O)N/N=C/c2ccc(Cl)cc2)cc1 (centres undefined)	81	95	100	106	96	105	101	88	88
c1coc(CNc2cc(Nc3ccc(OCCN4CCCCC4)cc3)ncn2)c1	90	98	106	107	87	102	101	103	82
C[Si](C)(CCl)N[Si](C)(C)CCl	106	109	123	100	122	98	111	124	119
O=S(=O)(Nc1nccs1)c1ccc(Nc2nc(N3CCOCC3)c3ccccc3n2)cc1	93	114	100	109	94	102	100	90	102
O=C1C(c2cccc3ccccc23)=C(c2c[nH]c3ccc(Br)cc23)C(=O)N1O	93	105	nt	103	79	96	106	104	110
O=CNc1ccc(C(=O)O)cc1	93	105	114	103	93	100	107	107	93
Cc1csc(=O)[nH]1	88	104	103	108	103	105	105	117	98

Next part
SMILES	NCI-H522	OVCAR-8	OVCAR-3	NCI/ADR-RES	NCI-H226	NCI-H23	NCI-H460	NCI-H322M	OVCAR-5
CCCCN(CCCC)CC(O)c1ccc2cc(Cl)c3ccccc3c2c1 (centres undefined)	67	86	95	85	87	69	nt	84	79
N=C1c2ccccc2-c2ccccc21	87	100	122	99	nt	91	111	nt	104
Nc1c(C(=O)Nc2cccc(Cl)c2)sc2nc3c(cc12)CN(Cc1ccccc1)CC3	86	104	91	92	77	84	90	88	97
CC[C@H](Nc1ncnc2nc[nH]c12)c1nc2cccc(CCCCNC(=O)NO)c2c(=O)n1-c1ccccc1	80	76	74	102	87	103	96	107	87
COc1cc(OC)cc(/C(C#N)=C/c2nc3c(N4CCOCC4)nc(Cl)nc3n2C)c1	100	100	110	101	nt	99	105	92	92
CC(=O)c1sc2nc(-c3cc4ccccc4o3)cc(-c3ccc(Cl)cc3)c2c1N	92	106	99	104	101	98	108	111	94
C=C(C)COC(=N)N(CCCC)CCCC	nt	107	106	104	106	114	105	114	102
CC(=O)C1C(=O)C(=O)N(c2ccc(Cl)c(Cl)c2)C1=O (centres undefined)	103	101	107	97	106	90	109	108	104
N=c1ccn2c(n1)OC1C(O)C(CCl)OC12 (centres undefined)	57	64	112	96	91	94	74	102	93
Cc1ccccc1C(=O)Nc1ccccc1Cl	93	113	104	102	97	92	108	103	nt
CCOc1ccc(N2C(=O)N(c3ccc(OC)cc3)C(=O)C2=S)cc1	89	93	102	104	96	97	94	94	89
O=C1Nc2ccccc2/C1=C/c1ccc(OCC(=O)c2ccccc2)cc1	104	95	nt	98	89	101	102	98	102
Cc1ccc(N=Nc2c(O)ccc3n[nH]nc23)cc1	89	94	101	93	95	72	94	105	119
O=C1C=C(SCCO)C(=O)c2ccccc21	22	29	-3.2*	4.1*	96	-39*	9.5*	70	88

Eleven structures from above, sorted by formula weight, lowest first.
SMILES	NCI-H522	OVCAR-8	OVCAR-3	NCI/ADR-RES	NCI-H226	NCI-H23	NCI-H460	NCI-H322M	OVCAR-5
N=C1c2ccccc2-c2ccccc21	87	100	122	99	nt	91	111	nt	104
C=C(C)COC(=N)N(CCCC)CCCC	nt	107	106	104	106	114	105	114	102
N=c1ccn2c(n1)OC1C(O)C(CCl)OC12 (centres undefined)	57	64	112	96	91	94	74	102	93
Cc1ccc(N=Nc2c(O)ccc3n[nH]nc23)cc1	89	94	101	93	95	72	94	105	119
CC(=O)C1C(=O)C(=O)N(c2ccc(Cl)c(Cl)c2)C1=O (centres undefined)	103	101	107	97	106	90	109	108	104
O=C1Nc2ccccc2/C1=C/c1ccc(OCC(=O)c2ccccc2)cc1	104	95	nt	98	89	101	102	98	102
CCOc1ccc(N2C(=O)N(c3ccc(OC)cc3)C(=O)C2=S)cc1	89	93	102	104	96	97	94	94	89
CC(=O)c1sc2nc(-c3cc4ccccc4o3)cc(-c3ccc(Cl)cc3)c2c1N	92	106	99	104	101	98	108	111	94
COc1cc(OC)cc(/C(C#N)=C/c2nc3c(N4CCOCC4)nc(Cl)nc3n2C)c1	100	100	110	101	nt	99	105	92	92
Nc1c(C(=O)Nc2cccc(Cl)c2)sc2nc3c(cc12)CN(Cc1ccccc1)CC3	86	104	91	92	77	84	90	88	97
CC[C@H](Nc1ncnc2nc[nH]c12)c1nc2cccc(CCCCNC(=O)NO)c2c(=O)n1-c1ccccc1	80	76	74	102	87	103	96	107	87
